# Bim-Bcl-2 – human Bim-Bcl-2 interaction inhibition; Bead-based flow cytometry, Bim peptide-Bcl-2 binding; inhibition, % at 10 µM; 190,000 tested, 0.06% active; AID 950; in the data active means inhibition above about 40%; inconclusive means no clear call, values can overlap the other calls;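 further: 0% = no compound wells with probe peptide and 100% = reference peptide inhibitor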
# Target sequence (P10415 whole entry, looked up): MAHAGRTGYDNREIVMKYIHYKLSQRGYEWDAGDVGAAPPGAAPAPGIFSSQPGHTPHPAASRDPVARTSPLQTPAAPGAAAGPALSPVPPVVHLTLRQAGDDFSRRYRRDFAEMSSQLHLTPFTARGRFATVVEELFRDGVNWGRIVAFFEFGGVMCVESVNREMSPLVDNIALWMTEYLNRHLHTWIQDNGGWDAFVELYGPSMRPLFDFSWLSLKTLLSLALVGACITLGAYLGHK
# Bim-Bcl-B – human Bim-Bcl-B interaction inhibition; Q9HD36; bead-based flow cytometry, Bim peptide-Bcl-B binding; inhibition, % at 10 µM; 190,000 tested, 0.073% active;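 further: 0% = tracer peptide without compound and 100% = reference inhibitor peptide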
# Target sequence (Q9HD36 whole entry, looked up): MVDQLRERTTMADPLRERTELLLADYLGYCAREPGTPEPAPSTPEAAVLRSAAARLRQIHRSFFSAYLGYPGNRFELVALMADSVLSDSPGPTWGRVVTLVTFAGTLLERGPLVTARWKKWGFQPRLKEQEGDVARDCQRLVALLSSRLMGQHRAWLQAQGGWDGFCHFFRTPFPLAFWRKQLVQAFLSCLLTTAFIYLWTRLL
# Bcl-W Bim block – human Bim-Bcl-W interaction inhibition; Q92843; bead-based flow cytometry, Bim peptide-Bcl-W binding; inhibition, % at 10 µM; 190,000 tested, 0.02% active; AID 952;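 further: 0% = bound tracer without compound and 100% = peptide blocker; higher means less fluorescent Bim peptide bound to Bcl-W beads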
# Bim-Bfl-1 – inhibitors of Bim-Bfl-1 interaction, human; inhibition, % at 10 µM; AID 1008; Bead-based flow cytometry, Bim-Bfl-1 binding inhibition; 190,000 tested, 0.12% active;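 further: 0% = wells without compound plus tracer and 100% = blocker peptide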
# RGS4-Gao reg – modulates binding of RGS4 to human Galphao. P09471. Multiplexed bead flow cytometry; actives lie on both sides. binding response (% of control), % at 10 µM. 220,000 tested, 0.33% active; in the data active means binding response below about 49% or above about 150%; inactive means in between;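 further: fluorescent Galphao activated with aluminum fluoride binding bead-coupled RGS4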
# RGS8-Gao – human RGS8-Galphao interaction regulation; multiplexed bead flow cytometry, RGS8-Galphao binding; actives lie on both sides; response (percent of control binding), % at 10 µM; 220,000 tested, 0.34% active; P09471; in the data active means response below about 60% or above about 140%; inactive means in between;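 further: Galphao activated as the GDP aluminium fluoride complex binding bead-coupled RGS8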
# Bim-Bcl-XL – inhibitors of Bim-Bcl-XL interaction, human; inhibition, % at 10 µM; AID 1007; Bim peptide-Bcl-XL binding, bead flow cytometry, fluorescence; Q07817; 190,000 tested, 0.04% active
# Target sequence (Q07817 whole entry, looked up): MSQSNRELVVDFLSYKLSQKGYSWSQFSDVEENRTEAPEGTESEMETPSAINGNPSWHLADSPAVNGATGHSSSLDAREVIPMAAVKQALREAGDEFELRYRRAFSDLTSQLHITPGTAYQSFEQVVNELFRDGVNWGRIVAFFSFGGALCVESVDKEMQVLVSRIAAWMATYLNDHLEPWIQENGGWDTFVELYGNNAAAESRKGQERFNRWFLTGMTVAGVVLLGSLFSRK
# Mcl1 Bid PPI – disrupts binding of human Mcl-1 to Bid peptide; 220,000 tested, 0.97% active; TR-FRET Mcl-1/Bid-Dy647 peptide binding, 1536-well; Q07820; inhibition, % at 21.7 µM;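 active means compounds that cut the binding signal by more than half at the single screening dose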;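 further: His-tagged Mcl-1 with europium anti-His antibody binding Bid BH3 peptide; 0% = Mcl-1 plus peptide wells and 100% = peptide-only wells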
# Target sequence (Q07820 whole entry, looked up): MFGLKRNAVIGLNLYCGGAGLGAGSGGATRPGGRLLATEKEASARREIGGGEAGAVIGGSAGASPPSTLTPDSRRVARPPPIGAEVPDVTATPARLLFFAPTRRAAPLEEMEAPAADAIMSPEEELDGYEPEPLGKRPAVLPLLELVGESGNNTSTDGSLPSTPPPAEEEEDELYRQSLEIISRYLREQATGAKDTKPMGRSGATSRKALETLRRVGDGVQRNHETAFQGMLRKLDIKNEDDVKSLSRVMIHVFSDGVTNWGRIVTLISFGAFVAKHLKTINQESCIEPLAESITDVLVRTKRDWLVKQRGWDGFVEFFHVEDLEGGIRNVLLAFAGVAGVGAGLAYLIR
# GSH bead fluor – GSH bead compound fluorescence profile. GSH beads flow cytometry, compound fluorescence 488/530 nm; stronger effect = higher value. fluorescence (KMESF) at 10 µM. 190,000 tested, 0.25% active; in the data active means fluorescence above about 89;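 further: glutathione beads carrying GST-tagged Bcl family fusion proteins plus one bare bead set; values are compound well signal with DMSO vehicle wells as background; inactives centre near 16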
# Bim-Mcl-1 – inhibitors of Bim-Mcl-1 interaction, human; Q07820; Bead-based flow cytometry, Bim peptide-Mcl-1 binding; inhibition, % at 10 µM; 190,000 tested, 0.1% active;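 further: 0% = no compound tracer wells and 100% = peptide blocker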
# RGS7-Gao reg – human RGS7-Galphao interaction regulation; 220,000 tested, 0.35% active; Multiplexed bead flow cytometry, RGS7-Galphao binding; actives lie on both sides; binding response (% of control), % at 10 µM; P09471; in the data active means binding response below about 49% or above about 150%; inconclusive means no clear call, values can overlap the other calls; inactive means in between;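 further: fluorescent Galphao held in activated GDP-AlF4 state binding bead-coupled RGS7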
# * marks the source's active call; other numbers are inactive results; u = inconclusive; x = no result given. Unless noted, no stated cut-off is given here; in the data, active means inhibition above about 40%. This is a random part of the collection; 1.8% or so of the library scored in one or more.
SMILES,Bim-Bcl-2,Bim-Bcl-B,Bcl-W Bim block,Bim-Bfl-1,RGS4-Gao reg,RGS8-Gao,Bim-Bcl-XL,Mcl1 Bid PPI,GSH bead fluor,Bim-Mcl-1,RGS7-Gao reg
O=C(NCCc1cccs1)c1ccc(Cl)c(Cl)c1,3,0,2,-4,94,99,1,-2,15,1,94
COc1ccc(OC)c(NC(=O)C2C3C=CC(C3)C2C(=O)NCc2cccnc2)c1 (stereo not drawn),0,-3,0,1,95,99,-1,-48,12,-1,96
O=C(/C=C/c1ccccc1Cl)NC(=S)Nc1ccccc1C(=O)NC1CCCCC1,-1,-3,-4,0,116,113,0,2,22,-1,117
CCc1nnc(NC(=O)CSc2ccc(-c3nc4ccc(C)cc4[nH]3)cn2)s1,-6,-7,-7,-5,99,100,-9,31,11,-3,98
COc1ccccc1Cn1nnc2c(=O)[nH]c(C3CCN(C(=O)c4ccccc4Cl)CC3)nc21,-6,12,3,-12,101,102,0,-2,19,-2,101
COc1ccc(-c2nn(CC(=O)Nc3ccc(Cl)c(Cl)c3)c(=O)c3ccccc23)cc1,2,0,0,-3,90,98,2,x,33,2,91
CCn1ncc(/C=N/NC(=O)c2cc(Cl)ccc2OC)c1C,1,-3,0,0,101,101,-2,2,9,0,98
O=C(OCc1cccc([N+](=O)[O-])c1)c1cnccn1,-1,-4,-2,-5,94,97,-3,-14,19,0,96
COc1nc(N2CCOCC2)nc(-n2cccc2)n1,0,0,1,-1,103,101,1,-60,12,0,99
COC(=O)c1cc(NC(=O)CSc2nc(C)cc(=O)[nH]2)cc(C(=O)OC)c1,-1,-5,-3,-9,102,103,-5,3,24,0,102
CCCN1C(=O)SC(CC(=O)Nc2cccc3ccccc23)C1=O (stereo not drawn),-1,-6,-6,-2,100,101,-9,-25,12,-3,95
O=C(NC1CCCCC1)C(=O)c1c(-c2ccccc2)[nH]c2ccccc12,-1,-3,-7,-3,97,102,-6,4,16,-2,100
CCOCCCNC(=S)Nc1ccc2nc3n(c(=O)c2c1)CCCCC3,1,1,-4,2,107,117,-2,-27,10,-2,108
N#CC1=C2SC=C(c3ccc(Br)cc3)N2CCCC1=O,-2,-1,0,-3,101,102,0,-15,14,-1,99
CCCCC(=O)Nc1ccc(Br)cc1C(=O)O,-3,0,0,-3,95,99,-4,8,17,-1,97
Cn1c(Sc2ccc(C(=O)O)cc2[N+](=O)[O-])nnc1-c1ccccc1,1,-3,-1,-4,105,101,-1,-8,15,-1,u
Cc1ccc(C(=O)N2CCN(c3ccccn3)CC2)cc1[N+](=O)[O-],1,1,1,-4,103,102,1,-11,10,3,u
NNC(=O)COc1cccc2cccnc12,8,-4,-1,0,100,104,-7,-5,19,0,99
Cc1cc(NC(=O)C2CCCN2C(=O)Nc2c(C)cccc2C)ccc1-n1cnnn1 (stereo not drawn),-37,-8,-3,-8,103,106,-12,-6,24,-14,100
CCOC(=O)CSc1nnc(-c2cccs2)n1-c1ccccc1,-10,-13,-2,-14,99,98,3,0,23,2,98
COc1ccc(-n2nc3cc(C)c(NC(=O)CC(C)C)cc3n2)cc1,0,1,2,2,95,86,0,-7,17,2,93
CC1CCC2C(=O)N(c3ccccc3OC(=O)c3ccccc3)C(=O)C2C1 (stereo not drawn),-8,-8,-1,-17,99,103,-6,3,20,-3,100
CCN(CC)c1ccc(NC(=O)c2cnc3ccccn3c2=O)c(C)c1,2,-16,9,15,99,102,1,-17,25,2,99
CCCCC(CCC(=O)Nc1ccc(C(=O)OCC)cc1)C(=O)O (stereo not drawn),11,9,7,15,98,98,18,12,13,13,100
Cn1c(=O)n(Cc2ccccc2)c(=O)c2c1nc1n2CCS1,-3,-7,1,-13,96,98,-8,-15,266*,-1,100
O=C(c1ccc2c(c1)N(Cc1ccccc1)C(=O)c1ccccc1S2)N1CCCC1,-2,0,0,-2,102,100,0,-4,19,0,103
O=C(O)C1CCCN(C(=O)NCc2ccccc2)C1 (stereo not drawn),1,3,1,1,100,101,-2,7,13,0,101
COc1ccc2c(c1)[nH]c1c(N3CCN(Cc4ccc5c(c4)OCO5)CC3)ncnc12,-2,-1,1,-3,110,123,-3,-37,11,-5,110
CN1CCN(C(c2cccnc2)c2ccc3cccnc3c2O)CC1 (stereo not drawn),-7,-8,3,0,90,87,0,-6,22,2,86
O=c1cc(N2CCN(c3cccc(Cl)c3)CC2)[nH]c(=O)n1C1CCCCC1,-3,-8,-3,-9,94,98,0,-13,10,-1,99
CC(C)(C)c1ccc(/C([O-])=C(/C(=S)NCc2ccco2)[n+]2ccccc2)cc1,2,-4,2,3,99,101,0,-52,67,-3,103
Cc1ccc(C)c(NC(=O)CSc2nc3c(oc4ccccc43)c(=O)n2-c2ccccc2)c1,-1,-6,-4,-4,103,104,-4,2,13,-1,101
O=C(Cc1ncc(C(F)(F)F)cc1Cl)NC1CC1,0,-1,-3,-2,98,102,-2,-5,12,-1,97
O=C(CN1CCN(c2ccc(F)cc2)CC1)Nc1cccc(C(F)(F)F)c1,-6,-6,-1,-5,105,102,-5,-46,12,-2,104
CCCc1cc(=O)n2c(nc3ccccc32)[nH]1,-7,-4,2,-8,99,101,0,6,11,0,99
O=C(c1ccccc1)N(Cc1cccnc1)C1(C(=O)Nc2ccccc2)CCCCC1,-3,-13,-9,-4,109,103,-9,8,40,-7,107
Cc1csc(SCc2nc3sc4c(c3c(=O)[nH]2)CCC4)n1,-9,-9,-1,-16,97,99,-8,8,19,-1,105
CC1CN(C(=O)Nc2ccccc2)c2ccccc2-[n+]2ccsc21 (stereo not drawn),-2,0,-2,0,103,109,0,-80,8,0,106
c1ccc(CNc2nc3ccccc3n2CCN2CCOCC2)nc1,-6,-11,-3,-15,103,100,-2,41,30,-3,99
COc1cc(NC(=O)CN(c2cc(C)cc(C)c2)S(=O)(=O)c2c(C)noc2C)cc(OC)c1,-12,-10,-2,-12,101,100,-5,-24,15,-1,101
CC(=O)Nc1ccc(OC(=O)c2cc3cc(Br)ccc3oc2=O)cc1,1,-13,-14,4,102,103,-6,-6,9,-14,96
O=c1cc(CN2CCN(C/C=C/c3ccccc3)CC2)c2cc(O)c(-c3ccccc3)cc2o1,-3,-7,-4,-1,108,102,-6,-9,24,-2,99
Cc1ccccc1Nc1nc(CSc2nnnn2-c2ccccc2)cs1,-6,-14,4,-7,104,98,-12,-69,57,0,102
Cc1csc(NC(=O)CSc2ncnc3c2cnn3-c2ccccc2Cl)n1,-5,-3,-2,1,101,93,-7,-9,24,-7,101
Cc1nc2ccc(C(=O)O)cc2nc1C,0,0,-3,-1,102,102,-7,-2,14,-4,104
Cc1ccc2nc(SCC(=O)Nc3cccc(S(=O)(=O)N(C)C)c3)[nH]c2c1,-4,-14,-5,-12,100,99,-18,-27,20,-5,101
COC(=O)c1cc(NC(=S)N2CCN(c3ccccn3)CC2)cc(C(=O)OC)c1,-3,-13,-2,-2,104,102,-3,-13,11,0,111
O=c1cc(C(F)(F)F)nc(-c2cccnc2)[nH]1,-4,-2,-1,-4,91,89,0,8,8,-3,92
Cc1nn(C)c(C)c1CN(C)C(=O)c1cnn2c1NC(c1ccccc1)CC2C(F)(F)F (stereo not drawn),-3,-2,1,-3,103,103,-3,2,5,-1,103
CC(=O)Oc1ccc(C(=O)Nc2ccccc2C(=O)NCC(C)C)cc1,-3,0,-1,0,103,105,0,-3,6,-3,112
COC(=O)C1=C(C)N(c2ccc(F)cc2)/C(=C/c2ccc(O)cc2)C1=O,-1,-2,-2,-4,94,99,4,-34,21,-1,92
COc1ccc(/C=C(\C#N)C(=O)OCCNC(=O)c2ccncc2)cc1,-3,-3,-2,-3,99,100,0,-23,13,-4,u
O=c1[nH]c(N2CCCCC2)nc2c1CCCC2,0,2,-2,-2,102,99,-2,-12,9,-3,99
CNC(=O)CSc1nc2nn(-c3ccccc3)c(=O)c-2c2n1CCCCC2,-10,-11,1,-12,100,101,-3,-24,33,0,107
CC1CCCC(NC(=O)COC(=O)CN2C(=O)C3CCCCC3C2=O)C1C (stereo not drawn),-2,-5,-8,-3,105,102,-5,-31,10,-6,103
CCOC(=O)c1c(-c2ccccc2)oc2ccc(OC)cc12,-4,0,-1,-1,99,91,-2,-1,18,-2,96
N=C(c1cccc([N+](=O)[O-])c1)N1CCCCC1,-3,-4,-4,-6,102,101,-1,-12,17,-3,102
CC1CN(CC(O)COC(c2ccc(Cl)cc2)c2ccc(Cl)cc2)CC(C)O1 (stereo not drawn),0,0,-2,4,97,89,-1,12,12,-1,98
Cc1ccc(S(=O)(=O)CC(C)N2CCN(C3CCCCC3)CC2)cc1 (stereo not drawn),4,2,-1,8,108,118,0,-6,19,1,108
COc1cccc(C2C(C#N)=C(N)Oc3cc(C)n(Cc4ccccn4)c(=O)c32)c1OC (stereo not drawn),-2,-1,0,-3,102,103,0,-31,62,0,101

# (further entries)
SMILES,Bim-Bcl-2,Bim-Bcl-B,Bcl-W Bim block,Bim-Bfl-1,RGS4-Gao reg,RGS8-Gao,Bim-Bcl-XL,Mcl1 Bid PPI,GSH bead fluor,Bim-Mcl-1,RGS7-Gao reg
OCCC1CN(Cc2nc3ccccc3s2)CCN1CCc1ccccc1 (stereo not drawn),-4,-5,-3,-8,110,109,-3,-36,19,-4,106
Cc1cc(=O)n2[nH]c(-c3ccc(Cl)cc3)cc2n1,0,-1,-2,0,101,101,-1,-9,16,-1,100
N#CC1=C(N)Oc2cc(O)ccc2C1C1CCCCC1 (stereo not drawn),-11,-6,2,-10,98,100,-2,4,23,0,101
CCOc1ccc(NC(=O)c2ccc(-n3cccn3)nc2)cc1,-2,-1,-2,-6,98,100,-3,-30,26,-1,99
CN(C)/C=C(/C#N)C(=O)c1cccc(Oc2ccc(C(C)(C)C)cc2)c1,-21,-43,3,-11,100,99,-14,-10,52,-167,96
Cc1ccc(CN2CCN(Cc3ccc(-n4cccn4)cc3)CC2CCO)cc1 (stereo not drawn),-6,-3,-2,-6,103,104,-3,-23,10,-2,104
O=C(Nc1ccccc1)NC1(C(=O)NCc2ccc3c(c2)OCO3)CCCCC1,-3,-5,-2,-3,96,98,-2,-24,13,-1,100
O=C(c1cnc2n(c1=O)CCS2)N(C1CCCCC1)C1CCCCC1,-4,-6,1,-7,87,91,-2,-4,20,0,81
COc1ccccc1NC(=O)c1ccc(S(=O)(=O)N2CCCC2)cc1,-10,-11,0,-6,100,105,-7,-15,26,-1,99
O=C(c1ccco1)N1CCN(C(=O)C(Sc2ccccc2)c2ccccc2)CC1 (stereo not drawn),0,-8,-5,0,97,97,-4,-2,31,-2,100

# Reformatted: entries from further up.
SMILES	Bim-Bcl-2	Bim-Bcl-B	Bcl-W Bim block	Bim-Bfl-1	RGS4-Gao reg	RGS8-Gao	Bim-Bcl-XL	Mcl1 Bid PPI	GSH bead fluor	Bim-Mcl-1	RGS7-Gao reg
O=c1[nH]c(N2CCCCC2)nc2c1CCCC2	0	2	-2	-2	102	99	-2	-12	9	-3	99
CC(=O)Oc1ccc(C(=O)Nc2ccccc2C(=O)NCC(C)C)cc1	-3	0	-1	0	103	105	0	-3	6	-3	112
CC1CCCC(NC(=O)COC(=O)CN2C(=O)C3CCCCC3C2=O)C1C (stereo not drawn)	-2	-5	-8	-3	105	102	-5	-31	10	-6	103
COc1ccccc1NC(=O)c1ccc(S(=O)(=O)N2CCCC2)cc1	-10	-11	0	-6	100	105	-7	-15	26	-1	99

# Screens: PubChem BioAssay, several laboratories
